Akt phos inh = Akt phosphorylation inhibition | Neuro2A IGF-stimulated pAkt S473 HTRF, 20 min; active compounds read low | activity change, % for hits at 50 µM | 360,000 tested, 0.32% active | AID 651550; in the data active = activity change below about -80%; inconclusive = mostly about -51% to -80%; note: % is set by controls: 0 for no effect and ±100 for the full control effect
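Single-point screen (50 µM final compound) in Neuro2A cells stimulated 20 min with 6 nM IGF at 37 deg C. After lysis, Ser473-phosphorylated Akt read by HTRF (ex 330 nm, em 615/665 nm) as the 665/615 ratio.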
TGFb inhibitor = TGF-b pathway inhibition; HepG2 CAGA-GFP TGF-b/SMAD3 reporter, GFP fluorescence, 18 h; TGF-beta stimulated, 500 pg/mL final; Potency, µM (series often up to 46.1 µM), without a hit: top-dose activity, negative = inhibition, hits mostly inhibitors; 410,000 tested, 1.2% active; note: potency is the fitted concentration of half-maximal effect; % is set by controls: 0 for no effect and ±100 for the full control effect; nearly all actives have a fitted effect of over 65% in size
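Read-out: total well GFP (ex488/em500-530) summed from mean per-cell fluorescence. Cells: HEPG2 CAGA-GFP, 1% FBS DMEM, 18 h at 37 degrees C with 500 pg/mL final TGF-beta. Unstimulated wells served as the full-inhibition control; stimulated DMSO wells = 0%.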
Mm-Cpn inhibitor = inhibitors of Methanococcus maripaludis chaperonin (MmCpn) | purified Mm-Cpn ATPase, ADP Transcreener TR-FRET | Potency, µM (doses to about 76.9 µM), for inactives: at the top dose activity, negative = inhibition, most hits filed as inhibitors | AID 504842 | 330,000 tested, 0.031% active; note: potency is the fitted concentration of half-maximal effect; % is set by controls: 0 for no effect and ±100 for the full control effect; nearly all actives have a fitted effect of over 80% in size
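ATP (10 uM final) was added to archaeal chaperonin (25 nM final) after 10 min exposure to test compound at 37°C; after 30 min further incubation, ADP was detected by competitive TR-FRET.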
A549 tox = counter-screen for Nrf2 inhibitors: cytotoxicity in A549 cells; A549 ARE-Fluc cells, CellTiter-Fluor viability, 18-24 h; Potency, µM (top dose mostly 46 µM), inactives show top-dose activity change, negative = cytotoxicity, hits mostly inhibitors; 390,000 tested, 0.16% active; AID 504648; note: potency is the fitted concentration of half-maximal effect; % is set by controls: 0 for no effect and ±100 for the full control effect
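A549 ARE-Fluc cells in 5% FBS OPTI-MEM, 5000 cells/well, rested 2 h then exposed to compounds in concentration-response for 18-24 h at 37 °C. Viability by CellTiter-Fluor fluorescence (Ex 405/Em 525) after 30 min; luciferase luminescence (BugLite, 15 min, RT) read afterwards.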
Nrf2 block = blocks Nrf2 signaling; A549 ARE-Fluc reporter, luciferase luminescence, 18-24 h; Potency, µM (titrated, usually from 46 µM), for the others: top-dose activity change, negative = inhibition, usual class: inhibitors; 360,000 tested, 2.1% active; note: potency is the fitted concentration of half-maximal effect; % is set by controls: 0 for no effect and ±100 for the full control effect; nearly all actives have a fitted effect of over 60% in size
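A549 ARE_Fluc cells, 5000/well, 5% FBS OPTI-MEM; compounds in dose-response, 18-24 h at 37 °C/5% CO2; CellTiter-Fluor viability read (Ex 405/Em 525), then BugLite luciferase luminescence = Nrf2 activity.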
CCT modulator = modulators of cytosolic chaperonin (CCT/TRiC) activity; purified chaperonin ATPase assay, HTRF ADP detection, 30 min; activity change, % (test concentration not listed), hits read low; 360,000 tested, 0.3% active; AID 651819; in the data active = activity change below about -30%; note: % is set by controls: 0 for no effect and ±100 for the full control effect
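First, chaperonin was dispensed at 40 nM or 20 nM final depending on batch activity. Next, compounds were pinned at 76 uM and ATP added at 10 uM. After 30 min at 37 °C, ADP detection reagents ran 30 min at ambient temperature.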
EPAC2 ag = activates human EPAC2 exchange factor; EPAC2 activation, biochemical qHTS; response scale: 100% = 6.5 mM cAMP response; 360,000 tested, 0.079% active; Potency, µM (top dose mostly 154 µM), for inactives: at the top dose activation, most hits filed as activators; AID 720711; Q8WZA2; note: potency is the fitted concentration of half-maximal effect; nearly all actives have a fitted effect of over 50% in size
Target sequence (Q8WZA2 whole entry, looked up): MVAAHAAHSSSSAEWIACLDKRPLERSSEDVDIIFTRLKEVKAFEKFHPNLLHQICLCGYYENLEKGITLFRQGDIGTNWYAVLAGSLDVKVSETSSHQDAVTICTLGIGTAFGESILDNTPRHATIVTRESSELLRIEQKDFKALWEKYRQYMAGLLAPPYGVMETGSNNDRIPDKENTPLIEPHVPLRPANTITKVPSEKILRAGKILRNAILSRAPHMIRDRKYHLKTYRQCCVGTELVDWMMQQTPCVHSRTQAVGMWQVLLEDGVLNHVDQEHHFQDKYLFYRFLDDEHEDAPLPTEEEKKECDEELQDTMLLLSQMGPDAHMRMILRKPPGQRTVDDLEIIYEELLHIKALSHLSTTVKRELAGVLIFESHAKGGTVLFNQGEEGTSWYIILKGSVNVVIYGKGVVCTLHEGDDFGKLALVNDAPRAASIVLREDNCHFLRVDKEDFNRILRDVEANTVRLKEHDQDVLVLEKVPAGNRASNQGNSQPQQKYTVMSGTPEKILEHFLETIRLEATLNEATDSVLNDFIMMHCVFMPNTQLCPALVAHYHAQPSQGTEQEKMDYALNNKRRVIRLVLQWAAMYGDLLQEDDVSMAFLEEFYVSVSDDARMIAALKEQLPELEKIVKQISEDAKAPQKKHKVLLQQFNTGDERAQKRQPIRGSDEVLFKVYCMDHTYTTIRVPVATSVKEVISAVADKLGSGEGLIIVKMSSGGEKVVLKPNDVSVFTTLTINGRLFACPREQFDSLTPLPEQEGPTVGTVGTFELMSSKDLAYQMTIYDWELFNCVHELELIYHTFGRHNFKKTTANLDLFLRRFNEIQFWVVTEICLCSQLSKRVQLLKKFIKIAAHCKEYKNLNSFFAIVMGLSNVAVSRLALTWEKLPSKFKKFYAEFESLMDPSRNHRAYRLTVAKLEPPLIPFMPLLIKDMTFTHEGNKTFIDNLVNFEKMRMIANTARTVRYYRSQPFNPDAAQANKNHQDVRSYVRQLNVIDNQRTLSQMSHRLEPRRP
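Compounds were titrated in qHTS against a Rap1B-BODIPY-GDP (250 nM) complex with EPAC2 (100 nM) and GDP (50 uM). BODIPY-GDP release tracked at 480/540 nm over 30 min at room temperature, normalized to 6.5 mM cAMP.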
EPAC2 antagonist = antagonists of human EPAC2; Q8WZA2; EPAC2 GEF exchange of Rap1B-BODIPY-GDP, fluorescence; Potency, µM (doses to about 114 µM), inactives show top-dose activity, negative = inhibition, actives largely listed as inhibitors; 360,000 tested, 0.18% active; AID 720708; note: potency is the fitted concentration of half-maximal effect; % is set by controls: 0 for no effect and ±100 for the full control effect; nearly all actives have a fitted effect of over 45% in size; many of its hits are not listed in these tables
Nrf2 activator = Nrf2 pathway activation. Potency, µM (highest dose often 46.1 µM), for inactives: at the highest dose activation, hits mostly activators. AREc32 ARE-luciferase reporter (MCF7-derived line), luminescence, 24 h. 410,000 tested, 0.31% active. AID 624171; note: potency is the fitted concentration of half-maximal effect; % of control where 0% means no effect; nearly all actives have a fitted effect of over 65% in size
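Each well held 1000 AREc32 cells, which were incubated with compound for 24 hr at 37 deg C after overnight attachment, and ARE reporter activity was quantified by firefly luciferase luminescence.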
An asterisk follows results filed as active; i = inactive; ? = inconclusive; . = not tested or not shown; & = joins results of further samples; [ ] = another dose, or the depositor's remark. Unless noted, calls come from the whole dose curve; as a rule, active = well fitted curve in the direction sought with a large enough effect; inconclusive = small, poorly fitted or top-dose-only effect, or another doubt; inactive = no such curve, though single readings can be large; an effect the other way counts as inactive or inconclusive. This is a subset; the hit share may differ from the screen's.

SMILES	Akt phos inh	TGFb inhibitor	Mm-Cpn inhibitor	A549 tox	Nrf2 block	CCT modulator	EPAC2 ag	EPAC2 antagonist	Nrf2 activator
COc1ccc(N2CCN(C(=O)CSc3nc(-c4ccccc4)no3)CC2)cc1	.	-23.0%	.	-9.8%	?	.	.	.	5.8%
CCCCCN(C(=O)CCC(=O)OCc1cc(C)ccc1C)c1c(N)n(CCCC)c(=O)[nH]c1=O	i	-12.7%	1.5%	-14.9%	?	-0.4	-11.2%	57.9%[activator]	1.2%
COC(=O)C1=NNC2(c3ccc(Cl)cc3)C(=O)N(c3ccccc3)C(=O)C12 (configuration not stated)	i	4.6%	-1.1%	11.0%	1.1%	2.1	10.0%	0.6%	-0.5%
CCOC(=O)/C=c1\s/c(=C\c2ccc(-c3ccccc3)cc2)c(=O)n1CC(=O)NCc1ccc2c(c1)OCO2	i	0.4%	0.7%	4.9%	14.0%	1.6	14.1%	-0.2%	-0.3%
COc1ccc(/C=N/NC(=O)c2ccncc2)c(C(=O)O)c1OC	i	0.9%	2.6%	0.0%	-6.8%	-0.1	6.2%	3.5%	0.2%
C=CCNC(=S)NCc1cccnc1	i	11.9%	0.6%	3.3%	10.3%	1.6	-0.5%	1.0%	2.5%
COc1ccc(C(=O)Nc2ccc(NC(=O)c3ccco3)c(Cl)c2)cc1OC	.	12.7%	1.6%	0.9%	?	-0.2	6.7%	-9.9%	0.4%
COc1ccc(S(=O)(=O)N(CC(=O)NCc2cccnc2)C2CCCCC2)cc1OC	i	14.6%	1.0%	-4.8%	-10.7%	-1.3	0.9%	6.4%	0.2%
O=C(Nc1ccc(Cl)c(Cl)c1)OCc1cnc(Cl)s1	i	?	-2.5%	9.1%	.	1.6	6.8%	12.9%	-0.2%
Cc1cc(-c2nc3ncccc3o2)ccc1NC(=O)c1ccc([N+](=O)[O-])o1	i	9.0%	.	2.0%	0.6%	1.6	16.0%	2.5%	-0.2%
COc1ccc(C(N)c2csc(Nc3ccc(C(=O)c4ccccc4)cc3)n2)cc1 (configuration not stated)	i	?	.	.	.	-1.1	1.7%	7.1%	5.0%[9.22 µM]
Cc1ccc(N2CN(S(=O)(=O)c3cccc([N+](=O)[O-])c3)c3nc4ccccc4nc32)cc1	i	16.8%	0.9%	2.7%	?	2.2	7.7%	-6.0%	-0.2%
CC(C)(C)C(=O)NC(NC(=S)Nc1sc2c(c1C#N)CCCC2)C(Cl)(Cl)Cl (configuration not stated)	i	-17.2%	0.2%	?	?	1.3	-3.2%	-4.3%	13.9%
CNC(=O)COC(=O)c1cc(SC)ccc1Cl	i	-14.5%	-0.8%	-5.8%	0.6%	-3.4	3.5%	6.7%	0.0%
O=C(COc1ccccc1O)N1CCN(C(=O)c2ccco2)CC1	i	-8.9%	-0.9%	-4.0%	9.9%	1.8	-0.1%	-0.9%	-0.5%
O=C(NCc1ccco1)c1cccc(Nc2nc3ccc(Br)cc3[nH]2)c1	i	?	3.4%	-3.7%	0.9%	-3.6	14.8%	1.1%	4.6%
O=C1C2C3C=CC(C3)C2C(=O)N1c1cccc(N2C(=O)C3C4C=CC(C4)C3C2=O)n1 (configuration not stated)	.	-16.9%	-2.3%	-9.5%	.	-0.7	-1.0%	2.4%	0.3%
COCC1=C(C(=O)OC)C(c2cccs2)n2ncnc2N1 (configuration not stated)	i	3.9%	-0.4%	0.4%	1.8%	-2.5	7.5%	-12.1%	-0.7%
Cc1ccc(C(C(=O)NC(C)(C)C)N(C(=O)c2csnn2)c2ccccc2F)o1 (configuration not stated)	i	9.8%	-0.1%	.	-8.2%	-0.5	10.0%	-1.8%	0.7%
CC#C[C@@H](CC)c1ccc2ccn(C)c2c1	i	-14.9%	?	3.2%	8.3%	-0.9	7.5%	?	6.1%

Compound profiles, from the list above.
`O=C(COc1ccccc1O)N1CCN(C(=O)c2ccco2)CC1` reads Akt phos inh = i; TGFb inhibitor = -8.9%; Mm-Cpn inhibitor = -0.9%; A549 tox = -4.0%; Nrf2 block = 9.9%; CCT modulator = 1.8; EPAC2 ag = -0.1%; EPAC2 antagonist = -0.9%; Nrf2 activator = -0.5%
`CCCCCN(C(=O)CCC(=O)OCc1cc(C)ccc1C)c1c(N)n(CCCC)c(=O)[nH]c1=O` reads Akt phos inh = i; TGFb inhibitor = -12.7%; Mm-Cpn inhibitor = 1.5%; A549 tox = -14.9%; Nrf2 block = ?; CCT modulator = -0.4; EPAC2 ag = -11.2%; EPAC2 antagonist = 57.9%[activator]; Nrf2 activator = 1.2%

Following part.
SMILES	Akt phos inh	TGFb inhibitor	Mm-Cpn inhibitor	A549 tox	Nrf2 block	CCT modulator	EPAC2 ag	EPAC2 antagonist	Nrf2 activator
CC(=O)NCCC1CCCCN1Cc1nc(Cc2cccc(C(F)(F)F)c2)no1 (configuration not stated)	i	1.4%	-8.2%	1.1%	0.0%	-2.3	-0.4%	-5.6%	0.2%
Cc1cc(C)nc(SCc2ccc([N+](=O)[O-])cc2)n1	i	2.7%	-0.6%	1.5%	6.0%	-0.6	-0.6%	-4.3%	0.0%
COc1cc(NC(=O)c2ccco2)c(OC)cc1NC(=O)Nc1ccccc1Cl	i	-1.0%	-0.7%	-5.7%	?	-1.9	-11.4%	14.5%	0.0%
COc1ccc(NC(=O)N(C)C[C@H]2Oc3ncc(Br)cc3C(=O)N([C@H](C)CO)C[C@@H]2C)cc1	i	8.8%	.	.	.	-0.4	0.7%	0.4%	0.1%
COc1ccc(OC)c(C(=O)N(C[C@H]2CC[C@@H]([C@@H]3CC[C@H](CO)O3)O2)C(C(=O)NC(C)(C)C)c2ccc(-c3ccccc3)cc2)c1 (some centres not stated)	i	?	3.8%	?	25.9µM*	0.7	1.2%	-15.3%	5.2%
O=C1N2CCSC2=NC1(Nc1nccs1)C(F)(F)F (configuration not stated)	i	-10.1%	1.3%	-9.0%	-2.6%	0.8	7.4%	0.6%	0.1%
CC1CC/C(=C\c2ccc3c(c2)OCO3)C(=O)/C1=C/c1ccc2c(c1)OCO2 (configuration not stated)	i	-28.2%	-2.2%	-29.9%	-22.0%	-0.8	-5.9%	-0.6%	?
O=C(NC(=S)NCCO)c1cn(-c2ccccc2)nc1-c1ccccc1	i	19.4%	1.6%	-0.4%	-25.8%	-3.0	4.0%	1.7%	0.1%
O=C(Nc1ccc([N+](=O)[O-])cn1)c1cc(-c2cccc(Br)c2)nc2ccccc12	i	17.9%	0.6%	-0.9%	-6.1%	0.3	8.7%	-0.9%	4.3%
CC1(C)CC(=O)C(Sc2ccccc2)=C(O)C1	i	19.2%	1.1%	0.4%	-21.2%	-1.2	6.3%	-1.8%	0.0%
Cc1noc(C)c1C(=O)N1CCC1(C)C(=O)NS(=O)(=O)c1ccc(F)cc1F (configuration not stated)	i	0.1%	.	.	.	1.8	0.0%	0.0%	0.1%[9.22 µM]
COc1ccc(/C=C/CN2CCN(Cc3cccc(OC)c3)C(CCO)C2)cc1 (configuration not stated)	i	-0.6%	-2.0%	-2.2%	-9.2%	-0.7	3.4%	2.7%	0.1%
CN1CCC(Oc2ccc(Sc3ccccc3)cc2)CC1	i	-6.1%	0.6%	-3.5%	26.3%	0.7	-2.0%	3.2%	7.5%
CCOc1ccc(-n2cnnn2)cc1S(=O)(=O)NCCc1ccc(OC)c(OC)c1	i	-10.8%	-0.8%	3.0%	16.3%	-2.6	9.6%	-9.6%	-0.1%
CCN1CCN(CCCN(Cc2ccco2)C(=S)Nc2cc(Cl)ccc2C)CC1	i	10.1%	-0.8%	-6.9%	-21.8%	-1.9	8.3%	-9.4%	2.5%
CCCNc1ncnc2onc(C)c12	i	?	0.2%	-1.2%&3.4%	0.0%&4.2%	-1.5	7.1%	13.2%	-1.1%&-1.0%
O=C(CN1CCSC1=O)N1CCN(S(=O)(=O)c2ccc(Cl)cc2)CC1	i	?	-0.4%	-1.5%	-5.8%	-0.7	7.7%	6.0%	0.4%
COC(=O)C1CCN(C(=O)c2sc3nc(-c4ccc(F)cc4)cn3c2C)CC1	i	-23.7%	-0.4%	-5.2%	-16.6%	-0.1	-3.7%	-2.4%	-0.8%
Cc1ccc(C)c(OCC(=O)NC(Cc2c[nH]c3ccccc23)C(=O)O)c1 (configuration not stated)	i	1.6%	-0.3%	2.8%	-7.4%	2.2	2.6%	5.7%	2.4%
COc1ccccc1C(=O)NNC(=O)C(=O)Nc1ccc(C)c(Cl)c1	i	2.3%	2.7%	-1.4%	-17.2%	0.2	-6.7%	2.4%	-0.2%
CC(C)c1cc(=O)[nH]c(SCC(=O)NC2CCCC2)n1	i	-2.3%	-2.2%	0.0%	5.7%	-0.5	3.2%	6.0%	-0.6%
COc1ccc(CCNC(=O)C2CC3Cn4c(nc5cc(Cl)c(Cl)cc54)C3N2C)cc1 (configuration not stated)	i	-1.5%	0.9%	-3.1%	7.9%	0.7	0.0%	2.3%	4.0%
COc1cccc(CC(NC(C)=O)C(=O)NC2CCN(C(=O)c3ccncc3)CC2)c1OC (configuration not stated)	i	4.4%	1.2%	1.3%	17.1%	-4.0	-4.0%	13.7%	-0.9%
Cc1ccc(N2CCN(/N=C/c3cccnc3)CC2)cc1	i	20.8%	0.3%	-0.2%	?	0.3	6.1%	11.9%	-1.0%
CCCCCCc1cc2cc(S(=O)(=O)c3ccc(F)cc3)c(=O)oc2cc1O	i	-14.8%	0.9%	-7.6%	-10.1%	3.8	-9.8%	8.5%	0.8%

High-throughput results from PubChem BioAssay.
